# PHOSPHO1 inh: PubChem AID 1565 | actives 1.1% (n = 290,000) | inhibition, % at 13.3 µM | Phosphoethanolamine/phosphocholine phosphatase (Homo sapiens), Q8TCT1 | recombinant PHOSPHO1, absorbance phosphatase assay; in the data active = inhibition above about 60%
# Target sequence (Q8TCT1 whole entry, looked up): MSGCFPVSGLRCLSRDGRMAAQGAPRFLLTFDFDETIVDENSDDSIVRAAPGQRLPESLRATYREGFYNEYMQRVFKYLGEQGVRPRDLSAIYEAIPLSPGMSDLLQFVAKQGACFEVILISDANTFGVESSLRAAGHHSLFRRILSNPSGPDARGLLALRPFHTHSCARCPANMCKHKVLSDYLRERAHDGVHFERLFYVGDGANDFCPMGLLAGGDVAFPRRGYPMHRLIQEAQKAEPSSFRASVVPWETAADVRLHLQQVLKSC
# MEKK3 PB1 HTS: modulators of MEKK3-MEK5 PB1 binding, primary screen, biochemical, wildtype MEKK3, multiplex bead flow cytometry, Alexa488-MEK5. actives 1.4% (n = 290,000). AID 1529, 2009. Mitogen-activated protein kinase kinase kinase 3 (Homo sapiens), Q99759. bead-based flow cytometry, Alexa488-MEK5 binding to MEKK3; actives lie on both sides; 0 = blocked by unlabeled MEK5, 100 = vehicle. binding response (% of control), % at 10 µM;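 active = binding response more than 3 SD above or below the average of its plate-row segment, actives on both sides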;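 also: Alexa488 bead fluorescence after subtracting the streptavidin-only scavenger bead signal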
# MEKK2 mut-MEK5: MEK5 binding signal on mutant MEKK2 PB1, primary screen, biochemical, multiplex bead flow cytometry, Alexa488-MEK5; Alexa488-MEK5 binding to MEKK2 mutant; percent response, % at 10 µM; actives 0.35% (n = 290,000); in the data active = percent response above about 24%, passing the limit was not always enough; also: inactives centre near 1; some results filed as inactive read as strong as hits; reference of the scale not given here
# OXTR agonist: human OXTR agonists, primary screen, fluorescence, CHO-OTR cells, Fluo-8 calcium; Oxytocin receptor (Homo sapiens), P30559; Fluo-8 calcium fluorescence; normalized: DMSO 0%, oxytocin 100%; activation, % at 3 µM; actives 0.32% (n = 320,000); AID 2435, 2010;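 active = activation above the mean of all tested compounds plus 3 SD, cutoff set per screening run, cut at about 20% in these data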;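 also: peak over basal fluorescence ratio from a 100 s FLIPR kinetic read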
# Target sequence (P30559 whole entry, looked up): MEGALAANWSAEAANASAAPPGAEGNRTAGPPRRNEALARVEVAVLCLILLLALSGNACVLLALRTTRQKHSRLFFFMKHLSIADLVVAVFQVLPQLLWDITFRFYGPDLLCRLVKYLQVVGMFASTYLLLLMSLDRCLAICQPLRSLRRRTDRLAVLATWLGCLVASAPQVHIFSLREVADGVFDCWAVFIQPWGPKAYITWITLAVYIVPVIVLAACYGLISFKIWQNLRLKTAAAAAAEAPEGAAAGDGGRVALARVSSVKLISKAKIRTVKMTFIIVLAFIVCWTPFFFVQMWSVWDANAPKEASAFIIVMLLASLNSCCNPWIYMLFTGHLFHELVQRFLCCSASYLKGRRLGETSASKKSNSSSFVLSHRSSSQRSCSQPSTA
# GPR7 antag: GPR7 receptor antagonists, primary screen, cell-based, fluorescence, single concentration; Neuropeptides B/W receptor type 1 (Homo sapiens), P48145; GPR7-expressing cells, fluorescence antagonist assay; inhibition, % at 4.4 µM; actives 1.1% (n = 290,000); AID 1861, 2009; in the data active = inhibition above about 16%, passing the limit was not always enough;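 also: cells stimulated with the agonist NPW; 0% = agonist with vehicle and 100% = vehicle without agonist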
# Target sequence (P48145 whole entry, looked up): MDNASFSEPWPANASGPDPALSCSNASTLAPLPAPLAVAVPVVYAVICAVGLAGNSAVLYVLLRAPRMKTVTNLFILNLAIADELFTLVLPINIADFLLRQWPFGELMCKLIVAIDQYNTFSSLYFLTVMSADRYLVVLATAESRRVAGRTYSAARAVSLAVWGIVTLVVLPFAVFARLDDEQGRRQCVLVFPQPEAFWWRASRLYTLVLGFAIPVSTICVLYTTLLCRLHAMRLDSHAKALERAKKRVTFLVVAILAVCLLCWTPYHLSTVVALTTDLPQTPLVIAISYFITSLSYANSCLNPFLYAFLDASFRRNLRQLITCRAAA
# MEKK2wt PB1 HTS: modulators of MEK5 binding to wildtype MEKK2, primary screen, biochemical, multiplex bead flow cytometry, Alexa488-MEK5. actives 1.1% (n = 290,000). Alexa488-MEK5 binding to MEKK2 WT; actives lie on both sides. Mitogen-activated protein kinase kinase kinase 2 (Homo sapiens), Q9Y2U5. binding response (% of control), % at 10 µM; in the data active = binding response below about 67% or above about 130%
# PfM18AAP inh: PfM18AAP inhibitors, malaria aminopeptidase, primary screen, biochemical, QFRET, recombinant enzyme. H-Glu-NHMec fluorogenic cleavage. inhibition, % at 7.35 µM. actives 1.2% (n = 290,000);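 active = inhibition above the campaign mean inhibition over all tested compounds plus 3 SD, cut at about 28% in these data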;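 also: 0% = plate median of test compound wells and 100% = 2 mM ZnCl2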
# FID counter: compounds displacing fluorescent DNA intercalator, primary screen, artefact control for HCV NS3 helicase inhibitor project, biochemical, FID fluorescence. DNA fluorescent intercalator displacement. inhibition, % at 7.9 µM. actives 0.17% (n = 290,000). AID 1845, 2009; in the data active = inhibition above about 37%;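 also: 0% = vehicle and 100% = reference compound; higher means more ethidium bromide displaced from hairpin DNA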
# NALP1 yeast inh: NALP1 inflammasome inhibitors in reconstituted yeast, colorimetric, S. cerevisiae, triplicate retest; S. cerevisiae NALP1/ASC/caspase-1 growth, X-gal OD620, 72 h; inhibition, % at 10 µM; actives 0.61% (n = 280,000); AID 2071, 2009; in the data active = inhibition mostly above about 24%, no sharp cut-off; inactive = mostly below about 32%; also: some compounds called inactive have numbers as strong as hits
# Starred values were filed as active, the others as inactive; / = no result given.
SMILES,PHOSPHO1 inh,MEKK3 PB1 HTS,MEKK2 mut-MEK5,OXTR agonist,GPR7 antag,MEKK2wt PB1 HTS,PfM18AAP inh,FID counter,NALP1 yeast inh
Cc1nc(S/C(=C/c2ccc(-c3cccc(Cl)c3)o2)C(=O)O)n[nH]1,-145,/,/,0.1,-11,/,-2,-1,-10
Cc1ccc(C(=O)NC(=S)Nc2c(C)ccc3nsnc23)cc1,-12,99,-1,-2.3,7,98,6,-10,8
COc1ccc(OC)c(/C=N/NC2=NS(=O)(=O)c3ccccc32)c1,29,107,9,-0.3,-6,106,3,-8,13
CCN(CC)S(=O)(=O)c1ccc2oc(C(=O)NCc3ccc(F)cc3)c(C)c2c1,-8,119,2,4.8,-3,116,2,-16,6
O=C(O)Cn1cc2c(n1)CCCCC2,2,101,6,0.1,2,99,-6,4,2
O=C(O)c1sccc1NC(=O)c1c(Cl)cccc1Cl,39,104,6,0.1,6,104,-2,1,10
CN(C)S(=O)(=O)c1cccc(NC(=S)N/N=C/c2cccc(O)c2)c1,-32,114,-1,1.2,-7,108,20,-5,2
O=C(O)C1CC=CCC1C(=O)c1ccccc1 (stereo not given),-4,100,-2,0.3,-4,96,9,-2,16
Cc1cc(NC(=O)C2CC2)n(-c2nc3ccccc3s2)n1,-4,87,-1,-2.0,16,91,6,-9,1
CC(C(=O)NC1CCCC1)N(Cc1ccc2c(c1)OCO2)C(=O)c1snc(C(N)=O)c1N (stereo not given),18,101,1,-0.5,2,97,-5,-8,20
COc1ccccc1N1CCN(/N=C/c2cc(OC)c(OC(C)=O)c(OC)c2)CC1,25,104,3,0.9,-21,106,7,-42,8
OCCNCCCCSc1ccc(Cl)cc1,2,100,-1,1.5,6,104,2,9,-3
Cc1ccc(N(CC(=O)NCC2CCCO2)S(=O)(=O)c2ccc(Cl)cc2)cc1C (stereo not given),38,101,8,-0.5,-7,103,4,-37,5
CCOC(=O)CSc1nnc([C@H](Cc2ccccc2)NC(=O)OC(C)(C)C)o1,26,98,-1,-1.0,0,98,-6,-37,21
Cc1ccccc1C1NS(=O)(=O)N=C1N (stereo not given),0,99,0,-0.3,-11,97,-4,-3,2
COC(=O)CCSCC(=O)Nc1ccc(C)c(S(=O)(=O)N2CCCCC2)c1,40,106,16,4.0,1,108,6,-28,0
O=C1CN(C(=O)CNC(=O)c2cccc(Cl)c2)c2ccccc2N1,-5,86,-12,-0.2,6,77,3,-6,3
Cc1cccc(N2C(=O)CC(N3CCN(C(=O)c4ccccc4)CC3)C2=O)c1 (stereo not given),-17,98,-4,0.1,-5,96,1,-15,18
CCOc1cc(C2C3=C(CCCC3=O)N(CCC(=O)O)C3=C2C(=O)CCC3)ccc1OS(=O)(=O)c1ccc(C)cc1,-4,78,0,-0.2,4,100,10,-28,27
O=C(NCCc1ccccc1)C1CCN(C2CCN(C(=O)CC3=CCCCC3)CC2)CC1,23,101,-1,1.4,-17,99,1,7,6
Cc1c(C2(c3c(C)n(C)n(-c4ccccc4)c3=O)C(=O)Nc3ccc(F)cc32)c(=O)n(-c2ccccc2)n1C,23,104,7,-0.2,-7,102,-16,-22,28
CCc1cc(=S)n2c([nH]c3ccccc32)c1C#N,5,97,-6,2.0,-8,85,-138,-1,1
CCSCCC(NC1=CC(=O)CC(C)(C)C1)C(=O)O (stereo not given),7,105,1,0.2,-10,105,6,-40,28
Cc1c2c(nc3nnnn13)CCCC2,25,100,0,1.0,-12,100,-2,-3,14
CCC1(C)CC(C(N)=S)CCO1 (stereo not given),-104,97,-10,0.5,-16,93,-1,0,-2

# Individual results from above.
# `Cc1ccc(C(=O)NC(=S)Nc2c(C)ccc3nsnc23)cc1` | MEKK3 PB1 HTS = 99
# `Cc1ccccc1C1NS(=O)(=O)N=C1N` (stereo not given) | MEKK2wt PB1 HTS = 97

# Further entries:
SMILES,PHOSPHO1 inh,MEKK3 PB1 HTS,MEKK2 mut-MEK5,OXTR agonist,GPR7 antag,MEKK2wt PB1 HTS,PfM18AAP inh,FID counter,NALP1 yeast inh
Cn1cnc2cc(NC(=O)COc3ccccc3)ccc21,10,99,-5,0.2,2,96,-3,-5,-4
CC(CCc1ccccc1)NC(=O)COC(=O)c1cccc2ccccc12 (stereo not given),-4,105,2,0.1,1,110,1,-20,13
CC1CCc2c(sc3ncn(CCO)c(=O)c23)C1 (stereo not given),48,118,-2,-0.7,-6,106,5,7,5
CCOc1ccc(CCNC(=O)c2nn(C)c3c2CS(=O)(=O)c2ccccc2-3)cc1OCC,30,101,-1,0.6,-24,99,-5,-33,4
Cc1nnc(NC(=O)CSc2nnc(Cc3cccn3C)n2-c2ccccc2)s1,33,103,4,-0.4,-8,104,-1,-34,/
O=C(NCC1CCCO1)c1ccc(S(=O)(=O)N2CCC(c3nc4ccc(Cl)cc4[nH]3)CC2)cc1 (stereo not given),9,93,-3,-0.6,-6,97,5,-23,-8
Cc1nn(-c2ccccc2)c(C)c1/C=N/n1c(-c2ccccc2Br)n[nH]c1=S,-16,95,-14,-3.3,-5,86,5,-45,18
O=C(N/N=C/c1cn(-c2ccccc2)nc1-c1cc2ccccc2o1)c1c[nH]c2ccccc12,16,104,0,0.2,-8,105,-24,-1,7
CC1=CCC(C(=O)O)C(C(=O)Nc2ccc(-c3nc4ccc(C)cc4s3)cc2)C1 (stereo not given),36,104,3,-1.0,4,99,-8,-27,16
CCCc1nn(C)c(C(=O)Nc2ccccc2)c1Cl,1,102,21,-2.0,6,101,-1,-9,44
Cc1ccc(Cl)cc1NC(=O)CC1NCCNC1=O (stereo not given),-14,103,3,0.2,-8,106,-3,-2,-2
CCN1CCN(Cc2ccc(NC(=O)c3cc(NC(=O)N4CCNC4=O)cc(OC)c3)cc2C(F)(F)F)CC1,9,113,7,0.1,/,99,/,/,/
O=C(NC1CCCCC1)C(c1ccco1)N(CCc1ccccc1)C(=O)C(F)(F)F (stereo not given),10,83,3,-2.5,-2,101,-4,-3,14
CCCNC(C)C(=O)Nc1ccccc1C (stereo not given),20,62,3,0.5,-15,64,-6,1,4
CCN(C(=O)CSc1nnc(Nc2ccccc2C)s1)C1CCS(=O)(=O)C1 (stereo not given),-9,104,2,1.0,-5,105,-2,-12,34
COc1cc(/C=C/C(=O)O)ccc1OS(=O)(=O)c1ccc(C)cc1,20,106,-5,1.0,2,97,-3,-25,12
CN1C(C(=O)Nc2ccccn2)=C(O)c2sccc2S1(=O)=O,4,82,4,-0.1,-2,102,1,-5,17
Cc1ccc(NC(=O)c2ccc(NC3=NC4CS(=O)(=O)CC4S3)cc2)cc1 (stereo not given),15,102,1,0.2,-11,100,-8,-5,14
CC(C)(C)N1[C@@H](CC(=O)O)c2cc(C(F)(F)F)ccc2S1(=O)=O,/,103,-2,0.0,/,101,/,/,/
Cc1occc1C(=O)OCC(=O)Nc1ccc(F)cc1,2,85,-7,-0.1,-10,85,2,-3,3
Cc1ccc(-c2ccc(/C=N/N3C(=O)C4C5C=CC(C6CC56)C4C3=O)o2)c([N+](=O)[O-])c1 (stereo not given),69*,99,2,-0.7,-9,95,0,4,-6
Cc1ccccc1C(=O)Oc1ccc2ccc(O)cc2c1,20,105,2,-0.4,-5,106,3,-9,-10
Cc1onc(-c2ccccc2)c1C(=O)Nc1ccc(OC(C)C)cc1,-20,105,2,-1.9,-14,106,-3,-17,17
O=C(c1ccccc1)c1cc(-c2ccccn2)c(N2CCOCC2)s1,21,100,1,-0.7,-7,102,-3,-23,-3
Cc1nc2ccc(S(=O)(=O)NCC(=O)N(C)Cc3ccco3)cc2s1,21,96,-3,0.6,-1,99,-16,-6,8

# (listing goes on)
SMILES,PHOSPHO1 inh,MEKK3 PB1 HTS,MEKK2 mut-MEK5,OXTR agonist,GPR7 antag,MEKK2wt PB1 HTS,PfM18AAP inh,FID counter,NALP1 yeast inh
O=C(/C=N/O)NCCCn1ccnc1,2,97,-1,0.7,-6,95,6,1,-7
Cc1ccc(C)n1NC(=O)c1ccccc1,41,97,0,0.3,-6,95,4,-6,-2
Cc1ccc(O)c(CO)n1,1,100,9,-0.8,-16,103,4,0,11
O=C(Cn1cnc2ccccc2c1=O)OCCCCN1C(=O)c2ccccc2C1=O,39,102,0,4.3,-11,98,-2,-23,-12
CC1CCN(CCCNC(=O)CCNC(=O)Cn2cnc3ccccc3c2=O)CC1,36,104,10,1.0,-5,108,6,-7,7
O=C(CSc1cccs1)NCCc1ccccc1,11,96,-1,-0.1,3,97,1,-8,33
Cc1ccc(-n2ncc3c(=O)n(CC(=O)NCc4ccco4)cnc32)cc1,11,100,2,-1.0,-10,102,-17,-7,-90
N#CC(C(=O)Nc1ccccc1)=C1Nc2ccccc2N1,-9,106,1,-1.2,-2,99,2,-9,-8
O=C(Cc1ccc([N+](=O)[O-])cc1)N/N=C/c1ccco1,-16,103,11,0.2,-3,107,1,-2,14

# Sorted by number of heavy atoms (falling): 16 of the compounds above
SMILES,PHOSPHO1 inh,MEKK3 PB1 HTS,MEKK2 mut-MEK5,OXTR agonist,GPR7 antag,MEKK2wt PB1 HTS,PfM18AAP inh,FID counter,NALP1 yeast inh
CCOc1cc(C2C3=C(CCCC3=O)N(CCC(=O)O)C3=C2C(=O)CCC3)ccc1OS(=O)(=O)c1ccc(C)cc1,-4,78,0,-0.2,4,100,10,-28,27
Cc1c(C2(c3c(C)n(C)n(-c4ccccc4)c3=O)C(=O)Nc3ccc(F)cc32)c(=O)n(-c2ccccc2)n1C,23,104,7,-0.2,-7,102,-16,-22,28
O=C(NCC1CCCO1)c1ccc(S(=O)(=O)N2CCC(c3nc4ccc(Cl)cc4[nH]3)CC2)cc1 (stereo not given),9,93,-3,-0.6,-6,97,5,-23,-8
CC(C(=O)NC1CCCC1)N(Cc1ccc2c(c1)OCO2)C(=O)c1snc(C(N)=O)c1N (stereo not given),18,101,1,-0.5,2,97,-5,-8,20
Cc1ccc(-c2ccc(/C=N/N3C(=O)C4C5C=CC(C6CC56)C4C3=O)o2)c([N+](=O)[O-])c1 (stereo not given),69*,99,2,-0.7,-9,95,0,4,-6
COc1ccccc1N1CCN(/N=C/c2cc(OC)c(OC(C)=O)c(OC)c2)CC1,25,104,3,0.9,-21,106,7,-42,8
CC1=CCC(C(=O)O)C(C(=O)Nc2ccc(-c3nc4ccc(C)cc4s3)cc2)C1 (stereo not given),36,104,3,-1.0,4,99,-8,-27,16
Cc1ccc(NC(=O)c2ccc(NC3=NC4CS(=O)(=O)CC4S3)cc2)cc1 (stereo not given),15,102,1,0.2,-11,100,-8,-5,14
COc1ccc(OC)c(/C=N/NC2=NS(=O)(=O)c3ccccc32)c1,29,107,9,-0.3,-6,106,3,-8,13
CN1C(C(=O)Nc2ccccn2)=C(O)c2sccc2S1(=O)=O,4,82,4,-0.1,-2,102,1,-5,17
Cc1ccccc1C(=O)Oc1ccc2ccc(O)cc2c1,20,105,2,-0.4,-5,106,3,-9,-10
CCSCCC(NC1=CC(=O)CC(C)(C)C1)C(=O)O (stereo not given),7,105,1,0.2,-10,105,6,-40,28
O=C(CSc1cccs1)NCCc1ccccc1,11,96,-1,-0.1,3,97,1,-8,33
Cc1ccc(C)n1NC(=O)c1ccccc1,41,97,0,0.3,-6,95,4,-6,-2
Cc1c2c(nc3nnnn13)CCCC2,25,100,0,1.0,-12,100,-2,-3,14
Cc1ccc(O)c(CO)n1,1,100,9,-0.8,-16,103,4,0,11
